Assay outcomes: PubChem BioAssay, Broad Institute
FN deposit inh = fibronectin deposition inhibition. inhibition, % at 12.6 µM. 350,000 tested, 0.086% active. AID 743247. AH1F fibroblasts, Alexa488-fibronectin deposition fluorescence, overnight;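 active = mean inhibition across replicates of 30% or more, regardless of how many single replicates reach that level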;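 note: positive control wells lacked labelled fibronectin entirely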
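test system = AH1F fibroblasts assembling fluorescent fibronectin matrix | quantity = 10000 AH1F cells per well | buffer or medium = DMEM plus 2% serum, read in PBS | doses = single dose, pinned | incubation = 1 h cell attachment, overnight exposure to compound and label | detection = fluorescence at 485 nm excitation, 525 nm emission | read-out basis = inhibition from reduced deposited-fibronectin fluorescence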
Active calls of the source: *. This is a subset. The share of hits here may be higher or lower than overall.

SMILES	FN deposit inh
CCCn1cc(S(=O)(=O)CC(=O)NC2CCCCC2)c2ccccc21	3
CCOc1ccc(S(=O)(=O)Nc2cc(OC)c(OC)cc2C(=O)O)cc1	10
O=C(Cn1nc(C(F)F)cc1C(F)F)N/N=C/c1ccc2c(c1)OCO2	-8
CC(C)C(=O)Nc1nnc(CSCc2ccccc2F)s1	1
COc1ccc(C)cc1NC(=O)CCC(=O)Nc1nnc(C(F)(F)F)s1	3
Cc1c(NC(=O)/C(C#N)=C/c2ccc(-c3cc(Cl)ccc3Cl)o2)c(=O)n(-c2ccccc2)n1C	-1
CC(C)(C)NC(=O)C1CCN(C(=O)c2ccc(Br)cc2)CC1	-16
CCOC(=O)C1CCN(S(=O)(=O)c2ccc(CC)cc2)CC1	0
O=C(Nc1cccc2cccnc12)c1ccc(Br)o1	5
CC(=O)N1CCCc2cc(S(=O)(=O)NC(C(=O)NCc3ccc(C)cc3)C(C)C)ccc21 (centres undefined)	-4
CCOc1ccc2nc3c(cc2c1)CN(CCOC)C(=NC)S3	-13
O=C(Nc1cc(Cl)cc(Cl)c1)c1cnn2cccnc12	-11
O=C(COc1ccc(Cl)cc1)N/N=C/CCc1ccccc1	-13
C=CCC1(O)CC(c2ccco2)NC(c2ccco2)C1CCC (centres undefined)	4
Cn1c(=O)n(C)c2cc(S(=O)(=O)N3CCOCC3)ccc21	5
O=C(NCc1ccco1)c1cc(-c2cccc(Cl)c2)on1	-2
O=C(NC1CC1)C1CCN(c2ccc(S(=O)(=O)N3CCOCC3)cc2Cl)CC1	-15
COc1ccc(-n2c(O)c(/C=N/NS(=O)(=O)c3ccc(C)cc3)c3ccccc3c2=O)cc1OC	-8
CCN(Cc1cc2cc(OC)ccc2[nH]c1=O)C(=O)c1ccncc1	-2
C(=N\N(c1ccccc1)c1ccccc1)/c1ccc2c(c1)OCO2	-13
C#CC1CN(Cc2ccccc2)CC(C#C)N1C (centres undefined)	1
Cc1ccc(C(=O)NC(=S)Nc2c(C)ccc3nsnc23)cc1	5
O=c1c2ccccc2nc(-c2ccco2)n1-c1nc2ccccc2s1	17
CN(CCOc1ccc(-c2ccn(S(=O)(=O)c3c(Cl)cccc3Cl)n2)cc1)c1ccccn1	1
Cn1nnnc1SCCNCc1ccc(Cl)cc1	3
Cc1cc(NC(=O)c2ccc3c(c2)OCO3)no1	5
O=C(CCS(=O)(=O)c1ccc(Br)s1)NC1CCCC1	-6
CCCCn1c(-c2ccccc2)cnc1SCC(=O)NCCc1ccc(OC)c(OC)c1	6
CC1CCN(C(=S)c2ccccc2O)CC1	-11
O=C(CSc1cccc2cccc(Cl)c12)OCC(=O)N1CCN(C(=O)c2ccco2)CC1	-1
CCCOc1ccccc1NC(=O)/C=C/C(N)=O	1
Cc1ccc(S(=O)(=O)NCc2nc3ccccc3c(=O)n2N)cc1	-2
Cc1ccc(S(=O)(=O)N(Cc2ccc(Cl)cc2)c2ccccc2C(=O)NCc2ccco2)cc1	-9
N#CC(c1nc2ccccc2nc1N1CCCC1)S(=O)(=O)c1cccs1 (centres undefined)	-5
Oc1c(C=Nc2cccc3cccnc23)sc2ccccc12	-17
CCOC(=O)c1sc(=S)n(-c2ccc(F)c(F)c2)c1N	0
CCN(CC)S(=O)(=O)c1ccc(C(=O)NCc2nnc(SCC(=O)OC)n2C)cc1	-1
CCN1CCN(Cc2c(O)ccc3c(=O)c(-c4ccccc4OC)coc23)CC1	0
O=C(CSc1nnc(-c2ccncc2)n1Cc1ccco1)Nc1ccccc1Cl	-8
COc1ccc(C2OC(=O)CC2C(=O)NC2CCCC(C)C2C)cc1OC (centres undefined)	-2

An excerpt of these results, with each value named:
CCN1CCN(Cc2c(O)ccc3c(=O)c(-c4ccccc4OC)coc23)CC1
  FN deposit inh = 0
O=C(CSc1nnc(-c2ccncc2)n1Cc1ccco1)Nc1ccccc1Cl
  FN deposit inh = -8

(next part)
SMILES	FN deposit inh
CCCCN(c1ccccc1)S(=O)(=O)c1ccc2c(c1)CCN2C(=O)CCC(=O)O	1
Cn1c(=O)c2cc(S(=O)(=O)NCCC(=O)NC3CCCCCC3)ccc2n(C)c1=O	-1
CC(C)OC(=O)c1nn2c(C(F)(F)F)cc(-c3ccc(Br)o3)nc2c1Br	-6
CC1CCCCN1C(=O)Cc1ccc(F)cc1 (centres undefined)	-1
COC(=O)CSc1nnc(CNc2ccc(OC)cc2)n1C	0
CCCCOc1ccc(CNn2c(C)nc3ccccc3c2=O)cc1	-11
CCn1c2ccc(Cl)cc2c2nc3ccccc3nc21	24
COc1ccc(-c2n[nH]c(=S)n2Cc2ccco2)cc1	4
Cc1ccc2c(Cl)c(C)c(N3CCCCC3)nc2n1	0
COc1cccc(-c2csc(N3CCN(C(=S)Nc4ccccc4)CC3)n2)c1	-1
O=C(c1ccc(S(=O)(=O)N2CCC(c3nc4ccccc4s3)CC2)cc1)N1CCOCC1	1
Nc1ccc(N2CCN(c3cccc(Cl)c3)CC2)cc1	20
CCC(C)NC(=O)CSc1nc2ccsc2c(=O)n1-c1ccc(OC)cc1 (centres undefined)	4
c1coc(CNc2nc3nonc3nc2NCc2ccco2)c1	-8
CC(C)(C)c1ccc(-c2csc(NNC3=NCCCCC3)n2)cc1	-10
O=c1c2cc(N3CCOCC3)ccc2[nH]c(=S)n1Cc1ccccn1	-2
O=C(Nc1ccccc1C(=O)OCc1nnc(-c2ccccc2)o1)c1ccco1	-2
CN(CC(=O)N1CCc2[nH]c3ccc(F)cc3c2C1)CC1OCCO1	8
CCCCCCC(=O)Nc1c(O)c2ccccc2[nH]c1=O	-16
CCOC(=O)c1ccc(NC(=O)CSc2nnc(CNc3ccc(OC)cc3)n2C)cc1	0
CCN(CCNc1ccc(Cl)cc1[N+](=O)[O-])C(=O)c1cc([N+](=O)[O-])c(N(C)C)cc1OC	-11
Cc1cc(C(=O)NCc2cccs2)c(C)o1	-2
Cc1c(C#N)c2ccccc2n1CC(=O)NC(C)c1ccccc1 (centres undefined)	-4
Cn1c(CN2CCOCC2)nc2cc(NC(=O)c3ccc(Cl)cc3)ccc21	8
Cc1ccc(/C=N/N2CCN(Cc3ccccc3)CC2)o1	0
O=C1c2ccccc2C(=O)N1CCN1CCc2ccccc21	-34
CNC(=S)NNC(=O)c1sccc1OCc1cccc(C(F)(F)F)c1	-6
O=C(O)c1ccccc1-c1ccccc1C(=O)NCCCO	-14
CCOC(=O)C(C)n1cnc2c(nnn2Cc2ccc(C)cc2)c1=O (centres undefined)	-1
Cc1sc(N)nc1-c1cccs1	-3
CCCc1c(O)nc(SCCN(CC)CC)[nH]c1=O	-5
O=C(Nc1ccccc1Cl)O/N=C/c1ccncc1	-1
CC1=C(Sc2nc3ccccc3[nH]2)C(=O)NC(C)(C)C1	7
CC(C)CCNC(=O)NC(=O)CSc1nnc(-c2ccccc2F)n1N	-14
Cc1ccc(CNc2nc(N)c([N+](=O)[O-])c(Nc3cccc(F)c3)n2)cc1	6
O=C(CN1CCN(c2ccccc2F)CC1)c1c[nH]c2ccc(F)cc12	8
Cc1cc2[nH]ncc2cc1NC(=S)NC(=O)c1ccccc1	3
Oc1ccc2ccccc2c1C=Nc1ccc(N2CCOCC2)cc1	-2
O=C(c1ccco1)N1CCN(CC(=O)N2CCCc3c2c(=O)oc2ccc(O)cc32)CC1	0
C=CC(C)n1c(Br)nc2c1c(=O)[nH]c(=O)n2C (centres undefined)	-4
CCOC(=O)Cn1c(=O)oc2cc(S(=O)(=O)Nc3cc(OCC)ccc3OCC)ccc21	-1
CCC(C)NCCOc1ccc(Br)cc1 (centres undefined)	10
O=C(Nc1ccc2c(c1)OCCO2)c1c(F)c(F)c(F)c(F)c1F	-3
Cc1ccc(C(=O)N2CCCC(c3nc4c(nnn4Cc4ccccc4)c(=O)[nH]3)C2)cc1 (centres undefined)	8
O=S(=O)(c1ccccc1Cl)N1CCCC1c1nc(-c2ccccc2Cl)no1 (centres undefined)	-9
Cc1ccc(N(C)S(=O)(=O)c2cccc(C(=O)NC3=NCCS3)c2)cc1	3
C=C(C)Cn1c(-c2ccccc2)nc2ccccc21	-2
CCOc1cc(S(=O)(=O)Nc2ccccc2CC)ccc1Cl	7
CC1=NC(C)(C)Cc2ccccc21	-6
CCc1nnc(NC(=O)c2ccc3c(c2)C(=O)N(CC(C)C)C3=O)s1	0

Compounds from the list above that contain an aryl methoxy group (13):
SMILES	FN deposit inh
CCOc1ccc(S(=O)(=O)Nc2cc(OC)c(OC)cc2C(=O)O)cc1	10
COc1ccc(C)cc1NC(=O)CCC(=O)Nc1nnc(C(F)(F)F)s1	3
COc1ccc(-n2c(O)c(/C=N/NS(=O)(=O)c3ccc(C)cc3)c3ccccc3c2=O)cc1OC	-8
CCN(Cc1cc2cc(OC)ccc2[nH]c1=O)C(=O)c1ccncc1	-2
CCCCn1c(-c2ccccc2)cnc1SCC(=O)NCCc1ccc(OC)c(OC)c1	6
CCN1CCN(Cc2c(O)ccc3c(=O)c(-c4ccccc4OC)coc23)CC1	0
COc1ccc(C2OC(=O)CC2C(=O)NC2CCCC(C)C2C)cc1OC (centres undefined)	-2
COC(=O)CSc1nnc(CNc2ccc(OC)cc2)n1C	0
COc1ccc(-c2n[nH]c(=S)n2Cc2ccco2)cc1	4
COc1cccc(-c2csc(N3CCN(C(=S)Nc4ccccc4)CC3)n2)c1	-1
CCC(C)NC(=O)CSc1nc2ccsc2c(=O)n1-c1ccc(OC)cc1 (centres undefined)	4
CCOC(=O)c1ccc(NC(=O)CSc2nnc(CNc3ccc(OC)cc3)n2C)cc1	0
CCN(CCNc1ccc(Cl)cc1[N+](=O)[O-])C(=O)c1cc([N+](=O)[O-])c(N(C)C)cc1OC	-11

Additional structures:
SMILES	FN deposit inh
CN(C)S(=O)(=O)c1cccc(NC(=O)COC(=O)c2ccc3c(c2)OCO3)c1	-7
CCOC(=O)c1cnn(-c2ccc(Cl)cc2)c1C1CCN(C(=O)OC(C)(C)C)CC1	-14
CCOC(=O)/C(C#N)=C/c1ccc(OCC(=O)Nc2cc(C)ccc2C)c(OC)c1	-9
Cc1cc(C)nc(N2CCC(C(=O)Nc3ccc4c(c3)CCC4)CC2)n1	3
CCn1c(SCC(=O)NCCc2ccc(OC)c(OC)c2)nc2c1c(=O)n(C)c(=O)n2C	-12
O=C(CSc1nnc(-c2ccoc2)o1)N1CCOCC1	-3
O=C(COc1cccc2ccccc12)N1c2ccccc2CCc2ccccc21	-15
Cc1ccc(-c2ccc(=O)n(CC(=O)Nc3cccc(C(=O)N4CCN(C)CC4)c3)n2)cc1	-4
CCC(=O)Nc1nnc(-c2ccncc2)s1	2
COC(=O)Nc1ccc(S(=O)(=O)N(C)CC(F)(F)C(F)F)cc1	9
COc1ccc(/C=C/C(=O)c2ccccc2)cc1COc1ccccc1F	-12
CCOC(=O)CCN(Cc1sccc1C)S(=O)(=O)c1ccc(F)cc1	4
Cc1ccc(-c2nnc(CSc3nc4cc5c(cc4cc3C)OCO5)o2)cc1	-3
CCc1ccc2c(c1)cc(CN(C(=S)Nc1ccc(Cl)cc1)C1CC1)c1nnnn12	-4
Cc1ccc2c(C)nc(Nc3ncc4c(n3)CCCC4=O)nc2c1	5
CC1CCCCC1NC(=O)CN1C(=O)NC(C)(c2ccc(OC(F)F)cc2)C1=O (centres undefined)	-6
Oc1c(C=Nc2cccc3nsnc23)ccc2ccccc12	1
Cc1ccc(Cl)cc1NC(=O)CCC(=O)Nc1cc(Cl)ccc1C	4
O=C(NCCc1ccc(Cl)cc1)C1CCC(=O)N1Cc1ccccc1Cl (centres undefined)	2
Cc1cc(C)n(CC(O)Cn2c3ccc(Br)cc3c3cc(Br)ccc32)c(=O)n1 (centres undefined)	-2
COc1ccccc1CN(Cc1nc2ccccc2c(=O)[nH]1)S(=O)(=O)c1ccc2ccccc2c1	-5
COC(=O)C1=C(C(=O)OC)C2(OC1c1cccc(F)c1)C(=O)c1ccccc1C2=O (centres undefined)	-2
COCCNC(=O)CSc1nc2nc(C)cc(C)n2n1	-11
CC(=O)NC(Cc1cc(C)ccc1C)C(=O)N1CCN(C(=O)Nc2ccc(C(C)=O)cc2)CC1 (centres undefined)	0
COCCCN1C(=O)c2[nH]nc(-c3ccccc3O)c2C1c1cccc(Cl)c1 (centres undefined)	-5
COc1ccc(CCCc2nnc(SCC(=O)Nc3nc(C)cs3)n2C)cc1C	3
O=C(C1=C(O)C(=O)N(c2ncccn2)C1c1cccs1)c1ccco1 (centres undefined)	5
COc1cccc2cc(C(=O)N3CCN(C(=O)c4ccco4)CC3)c(=O)oc12	-8
COc1cccc(-c2cc(C(=O)Nc3cc(C)on3)no2)c1	-1
COc1ccc(C(C)=O)cc1CN(C)C	3

Two entries from above, with each value named:
> O=C(C1=C(O)C(=O)N(c2ncccn2)C1c1cccs1)c1ccco1 (centres undefined)
  FN deposit inh: 5
> Cn1c(=O)c2cc(S(=O)(=O)NCCC(=O)NC3CCCCCC3)ccc2n(C)c1=O
  FN deposit inh: -1

(next part)
SMILES	FN deposit inh
O=C(NC1CCCCC1)c1cc([N+](=O)[O-])ccc1N1CCCCC1	0
O=C(NCC1OCCc2ccccc21)c1ccc(NC(=O)c2ccccc2Cl)cc1 (centres undefined)	3
CC(=O)Nc1ccc(NC(=O)C/C(C)=N/NC(=O)C(=O)N2CCCC2)cc1	-1
Cc1c(Br)c([N+](=O)[O-])nn1C(C)C(=O)Nc1nccs1 (centres undefined)	2
